# Assay outcomes from PubChem.
# TSHR antag: blocks TSH signaling through the human TSH receptor | 0.2% of 330,000 active | TSHR-expressing cells, TSH-stimulated cAMP HTRF, 2 h; hits give low values | AID 504810 | activity change, negative = inhibition, % at 11.5 µM;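 active = activity change below a set negative limit, meaning inhibition stronger than a set level, cut at about -70% in these data; inconclusive = activity change between two set negative limits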; note: % is set by controls: 0 for no effect and ±100 for the full control effect
#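 Inhibition of cAMP made by TSHR-expressing cells under TSH stimulation (4nM final, EC80; 2 h, 37 deg C) is quantified with a one-step lysis HTRF kit, anti-cAMP cryptate versus cAMP-d2.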
# Giardia kill: Giardia lamblia killing. Giardia lamblia trophozoite viability. AID 540267. activity change, % at 7.66 µM, hits read low. 0.15% of 340,000 active; in the data active = activity change below about -80%; inconclusive = between about -30% and that limit;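 note: parasites exposed to compound for two days anaerobically before the ATP read; % is set by controls: 0 for no effect and ±100 for the full control effect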
#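 Anaerobic 48 hrs incubation at 37 deg C of 100 trophozoites/well with test compounds; ATPLite 1-Step luminescence, 15-30 min RT, reports cellular ATP as viability.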
# Chronic BCR inh: chronic active BCR signaling inhibition; ABC-DLBCL IkBa-CBG/CBR reporter, luminescence ratio, 4 h; Potency, µM (doses to about 46.1 µM), for the others: top-dose ratio change, negative = lower green/red ratio, hits mostly inhibitors; AID 493014; 0.05% of 340,000 active; active = well fitted inhibition curve with a large enough effect in the signal ratio, with a control signal flat, not every such curve was filed as active; inconclusive = small, poorly fitted or top-dose-only effect, or effect the other way, or a change in a side signal; the % refers to the signal ratio;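 note: potency is the fitted concentration of half-maximal effect; plate controls were basal doxycycline-induced cells for no effect and cells given 10 µM MG132 for full effect; MG132 reads +100%, hits lower the ratio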
#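 Compounds up to 46 uM were incubated four hours with TMD8 cells whose green CBG68 luciferase is fused to IkappaBalpha; red CBR luminescence normalised the signal, and concentration-effect curves were fitted to fusion, red and ratio data.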
# A-T KAP1 phos: potential ataxia-telangiectasia treatments restoring KAP-1 phosphorylation. […] A-T fibroblasts, KAP-1 phosphorylation AlphaLISA; neocarzinostatin DNA damage 30 min before lysis. Potency, µM (highest dose often 57.5 µM), for the others: at the highest dose activation, hits mostly activators. 0.19% of 320,000 active. AID 485349; note: potency is the fitted concentration of half-maximal effect; % of control where 0% means no effect; nearly all actives have a fitted effect of over 45% in size
#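 hTERT-immortalized A-T patient fibroblasts ([…]), 500 cells/well in OPTI-MEM, 1% FBS, got compounds for 60 min, then NCS for 30 min at 37C. Lysates were then assayed for phospho-KAP-1 by AlphaLISA (anti-pKAP1 donor, anti-KAP1 acceptor beads), 6 hr at 25C.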
# hERG WT inh: KCNH2 (human, wildtype) channel inhibition. U2OS, BacMam KCNH2, thallium flux FluxOr; hits give low values. 0.37% of 340,000 active. Q12809. activity change, % at 1.84 µM;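 active = maximum activity change below -70%; inconclusive = maximum activity change between -70% and -50%; inactive = maximum activity change above -50%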; note: % is set by controls: 0 for no effect and ±100 for the full control effect
# Target sequence (Q12809 whole entry, looked up): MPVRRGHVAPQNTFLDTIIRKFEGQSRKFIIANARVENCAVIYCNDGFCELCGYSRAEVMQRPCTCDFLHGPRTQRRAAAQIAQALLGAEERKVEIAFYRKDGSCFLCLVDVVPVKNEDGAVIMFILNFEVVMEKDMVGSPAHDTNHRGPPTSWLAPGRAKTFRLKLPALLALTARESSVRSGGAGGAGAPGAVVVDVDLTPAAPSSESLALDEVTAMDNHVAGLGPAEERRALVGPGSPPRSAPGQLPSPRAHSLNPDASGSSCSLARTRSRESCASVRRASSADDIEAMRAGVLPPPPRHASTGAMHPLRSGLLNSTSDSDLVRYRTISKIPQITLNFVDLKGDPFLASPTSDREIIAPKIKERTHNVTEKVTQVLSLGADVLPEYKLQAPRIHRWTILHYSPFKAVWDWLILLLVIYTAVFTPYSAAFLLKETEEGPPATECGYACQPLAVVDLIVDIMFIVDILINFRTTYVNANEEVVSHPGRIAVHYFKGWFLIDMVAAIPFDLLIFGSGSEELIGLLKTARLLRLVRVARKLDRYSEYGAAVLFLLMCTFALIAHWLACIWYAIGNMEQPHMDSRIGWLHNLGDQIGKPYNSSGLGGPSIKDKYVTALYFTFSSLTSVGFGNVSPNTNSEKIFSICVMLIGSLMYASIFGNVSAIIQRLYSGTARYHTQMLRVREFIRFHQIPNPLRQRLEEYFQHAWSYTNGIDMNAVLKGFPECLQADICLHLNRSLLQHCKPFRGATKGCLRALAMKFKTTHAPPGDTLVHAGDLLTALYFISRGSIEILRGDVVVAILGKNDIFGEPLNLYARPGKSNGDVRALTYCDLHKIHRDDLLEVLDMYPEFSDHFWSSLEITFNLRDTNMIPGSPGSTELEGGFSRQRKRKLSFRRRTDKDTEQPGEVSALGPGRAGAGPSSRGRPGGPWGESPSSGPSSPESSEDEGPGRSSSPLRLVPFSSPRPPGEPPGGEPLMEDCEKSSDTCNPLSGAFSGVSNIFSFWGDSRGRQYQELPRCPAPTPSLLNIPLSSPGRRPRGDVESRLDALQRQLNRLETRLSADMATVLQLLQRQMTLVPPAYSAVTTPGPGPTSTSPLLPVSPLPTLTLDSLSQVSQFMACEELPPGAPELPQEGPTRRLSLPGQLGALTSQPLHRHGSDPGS
#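 U2OS cells transduced with wild-type KCNH2 virus are loaded with FluxOr dye for 45 min, and thallium flux is measured in kinetic reads before and after stimulation buffer. Rate constants are normalized to DMSO controls.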
# Tb PFK inh: blocks T. brucei phosphofructokinase; 0.17% of 330,000 active; O15648; Potency, µM (doses to about 57.5 µM), for inactives: top-dose activity, negative = inhibition, actives largely listed as inhibitors; T. brucei PFK, ADP-Glo luminescence;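 note: potency is the fitted concentration of half-maximal effect; 0% = uninhibited 1x PFK enzyme wells and -100% = no-enzyme wells; nearly all actives have a fitted effect of over 60% in size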
#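 In TEA buffer at pH 8.0 with 5 mM MgCl2, enzyme (1.25 nM) converted F6P (0.5 mM) and ATP (0.1 mM) for 45 min at room temperature. ADP product was read by luciferase luminescence.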
# GALK inhibitor: inhibitors of human galactokinase | 0.007% of 270,000 active | Potency, µM (highest dose often 57.5 µM), inactives show top-dose activity change, negative = inhibition, actives largely listed as inhibitors | AID 1868 | Purified GALK, Kinase-Glo residual ATP luminescence | P51570; note: potency is the fitted concentration of half-maximal effect; % is set by controls: 0 for no effect and ±100 for the full control effect
#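 Kinase-Glo Plus luminescence measured ATP left after a 1 h room-temperature reaction. The reaction used 5 nM GALK, 100 uM galactose and 35 uM ATP at pH 8.0 (20 mM HEPES, 5 mM MgCl2, 60 mM NaCl, 1 mM DTT, 0.01% BSA).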
# Coupling enz: inhibits coupling enzyme system, counter-screen for aldolase hits. coupling enzyme system counterscreen, AmpLite Red fluorescence. activity change, negative = inhibition, % at 58.2 µM, hits read low. 0.67% of 290,000 active. AID 2472; in the data active = activity change below about -30%; note: % is set by controls: 0 for no effect and ±100 for the full control effect
#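 Compounds tested against the coupling enzymes alone at 57.5 uM final; readout was AmpLite Red fluorescence (525/598 nm) after 20 min at RT.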
# CXXC DNA block: inhibitors of human MLL CXXC domain-DNA interaction. Q03164. MLL-CXXC / FITC-HOXA9 DNA fluorescence polarization. Potency, µM (series often up to 115 µM), without a hit: at the highest dose activity change, negative = inhibition, actives largely listed as inhibitors. 0.037% of 290,000 active. AID 2662; active = well fitted inhibition curve with a large enough effect in the polarisation, with a control signal flat, not every such curve was filed as active; inconclusive = small, poorly fitted or top-dose-only effect, or effect the other way, or a change in a side signal; inactive = no such curve, though single readings can be large or run the other way; the % refers to the polarisation; note: potency is the fitted concentration of half-maximal effect
#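 Purified MLL-CXXC (added from a 7 uM solution) was preincubated 5 min at ambient with pinned compounds in 50 mM Tris-HCl pH 7.5, 50 mM NaCl, 1 mM DTT, 0.05% BSA. Fluorescein-labeled HOX-A9 DNA (50 nM solution) followed, 30 min, then polarization read.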
# TCR act: activators of T cell receptors; primary human leukocytes, anti-CD3, IL-2 HTRF, 48 h; Potency, µM (doses to about 9.22 µM), inactives show at the highest dose activation of IL-2 secretion, actives largely listed as activators; 330,000 tested, under 10 active; AID 504894; note: % of control where 0% means no effect
#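 Primary human leukocytes were stimulated with a-CD3 beads plus compounds for 48 hr without co-stimulation; secreted IL-2 was quantified by HTRF using a-IL-2-K (europium cryptate) and a-IL-2-d2, excited at 320nm with acceptor emission read at 665nm.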
# The depositor's hits bear a star; ? = inconclusive; · = no result given; [ ] = dose if it differs, or a comment. Unless noted, calls come from the whole dose curve; as a rule, active = well fitted curve in the direction sought with a large enough effect; inconclusive = small, poorly fitted or top-dose-only effect, or another doubt; inactive = no such curve, though single readings can be large; an effect the other way counts as inactive or inconclusive.
SMILES,TSHR antag,Giardia kill,Chronic BCR inh,A-T KAP1 phos,hERG WT inh,Tb PFK inh,GALK inhibitor,Coupling enz,CXXC DNA block,TCR act
Cc1ccc(O)c(-c2cc(-c3cccc(F)c3)n[nH]2)c1,0,-27,?,2%,-3,-2%,-1%,-2,0%,·
O=C1c2ccccc2NC(c2ccccc2Br)N1CCCN1CCOCC1 (stereo not drawn),-1,-20,9%,8%,8,6%,-5%,5,4%,0%[46.1 µM]
O=C(Cc1ccc(Cl)cc1)NCC(=O)N1CCCCC1,-1,-12,8%,0%,4,-1%,0%,0,-6%,0%
COc1ccc(-c2cn3c(C)c(C(=O)N4CCc5ccccc5C4)sc3n2)cc1,-7,18,?,9%,10,5%,·,0,·,-1%
COc1ccc(S(=O)(=O)N2CCN(Cc3cc(=O)n4ccccc4n3)CC2)cc1,8,5,2%,-3%,-15,-1%,·,·,·,8%
CCOC(=O)Cc1csc(NC(=O)COc2ccccc2)n1,2,19,?,2%,17,-1%,0%,-3,0%,-7%
O=C1c2ccccc2S(=O)(=O)N1CCOc1ccccc1,-18,-14,2%,3%,-1,-1%,3%,2,-7%,-4%
Cc1ccc2nc(-c3cccc(NC(=O)c4ccc5c(c4)OCCO5)c3)oc2c1,-27,4,9%,8%,12,1%,-4%,1,0%,0%
CC(=O)N(c1ccc2oc(=O)sc2c1)S(=O)(=O)c1ccc(C(=O)O)cc1,-17,7,12%,6%,-4,?,-3%,4,11%,2%
CNc1nc(N)c([N+](=O)[O-])c(N2CCCCCC2)n1,1,-7,2%,-33%,-16,-3%,0%,9,-1%,-2%

# Continued, overlapping the part above by three compounds.
SMILES,TSHR antag,Giardia kill,Chronic BCR inh,A-T KAP1 phos,hERG WT inh,Tb PFK inh,GALK inhibitor,Coupling enz,CXXC DNA block,TCR act
Cc1ccc2nc(-c3cccc(NC(=O)c4ccc5c(c4)OCCO5)c3)oc2c1,-27,4,9%,8%,12,1%,-4%,1,0%,0%
CC(=O)N(c1ccc2oc(=O)sc2c1)S(=O)(=O)c1ccc(C(=O)O)cc1,-17,7,12%,6%,-4,?,-3%,4,11%,2%
CNc1nc(N)c([N+](=O)[O-])c(N2CCCCCC2)n1,1,-7,2%,-33%,-16,-3%,0%,9,-1%,-2%
Cc1ccc(C(=O)C(C)OC(=O)c2cc(=O)[nH]c3ccccc23)cc1 (stereo not drawn),7,-8,-3%,-8%,-15,2%,·,·,·,1%
COc1ccc(N(C)C(=O)C2CCCN2S(=O)(=O)c2cccc3nsnc23)cc1 (stereo not drawn),-5,-7,0%,-6%,4,-1%,0%,·,-1%,-3%
Cc1ccc2c(n1)CC(C)(C)CC2=O,-5,-1,3%,-5%,6,1%,·,1,-5%,-17%
O=C1C2C(C(=O)N1c1ccc3c(c1)OCO3)C1C=CC2C12CC2 (stereo not drawn),-5,-6,14%,2%,-19,-3%,-1%,0,6%,3%[46.1 µM]
COc1cccc(C2CC(C(F)(F)F)n3nc(C(=O)NCc4cccnc4)cc3N2)c1 (stereo not drawn),-2,2,-7%,5%,0,1%,2%,3,3%,9%
O=C(Nc1ccc(N2CCOCC2)cc1)c1cccc(S(=O)(=O)N2CCCCCC2)c1,13,-3,9%,1%,-19,-5%,13%,0,7%,1%
CCOc1ccccc1N1CCN(C(=S)NCc2ccccc2)CC1,11,10,-2%,4%,-10,-5%,9%,-11,-2%,-4%
O=C1c2cccc3cccc(c23)C(=O)N1CC1CCN(CC(O)COc2ccc3ccccc3c2)CC1 (stereo not drawn),-24,-12,?,2%,0,1%,-6%,·,0%,3%
Cc1ccc(S(=O)(=O)Nc2c(NC3CCCCC3)c3ccccc3oc2=O)c(C)c1,33,12,?,-13%,-2,0%,-1%,·,41%[activator],-8%
COc1ccc(/C=C/C(=O)N2CC(C)OC(C)C2)cc1OC (stereo not drawn),-6,-5,5%,4%,-6,1%,1%,2,15%,·
CN(C)c1ccc(-c2nnn(CC(=O)Nc3ccc4c(c3)OCCO4)n2)cc1,-14,19,-4%,9%,-7,5%,0%,-1,-13%,-2%
Cc1cc(-n2nc(C)cc2C)n2nc(C)c(-c3ccccc3)c2n1,1,4,12%,1%,20,0%,-3%,-2,18%,-1%
O=C(O)c1n[nH]c2ccccc12,-2,-14,1%,2%,1,0%,1%,-1,-4%,5%
O=C(/C=C/c1c(F)cccc1Cl)NCCCN1CCOCC1,-1,17,2%,3%,15,-6%,0%,1,7%,-4%
Cc1cc(C)n(CCC(=O)N2CCN(S(=O)(=O)c3ccccc3)CC2)n1,5,-5,-13%,-5%,-5,3%,0%,0,37%[activator],-1%
C/C(=N/NC(=O)c1ccc(Cl)s1)c1ccc(NC(=O)COc2ccc(Cl)cc2)cc1,-10,13,?,1%,1,-13%,-2%,-1,49%[activator],-12%
CCN(CC)C(=O)CSC(=Nc1ccccc1F)NC#N,-11,5,?,0%,6,-1%,-2%,0,-3%,-3%
CCOc1ccc(N2C(=O)CC(N3CCN(c4ccccc4F)CC3)C2=O)cc1 (stereo not drawn),-5,3,0%,-1%,-3,-2%,9%,3,4%,0%
Cc1cc(F)ccc1S(=O)(=O)NCC(c1ccc2c(c1)OCO2)N1CCOCC1 (stereo not drawn),27,3,-6%,19%,0,13%,·,·,·,-9%
COc1ccc(C2NC(=O)NC(C)=C2C(=O)Nc2cccc(C)c2C)cc1 (stereo not drawn),11,-1,3%,2%,4,0%,1%,3,2%,0%
Cc1ccc(S(=O)(=O)N2CCN(C(=O)CN3CCCCC3)C2C(C)C)cc1 (stereo not drawn),-7,4,-2%,-2%,-26,-1%,-1%,1,-2%,1%
CCOC(=O)c1sc(NC(=S)NC(=O)c2cccc(OC)c2)nc1C,11,-19,?,-9%,-9,-1%,1%,0,-2%,-19%
CCOC(=O)/C(C#N)=C\c1ccc(N2CCN(C)CC2)cc1,-2,-5,12%,-7%,6,-5%,1%,1,17%,1%
COc1ccc(Cc2c(O)nc(SCC(=O)NC(C)(C)C)[nH]c2=O)cc1,11,3,-1%,-6%,-4,-7%,1%,4,-13%,·
COc1cc(C2NC(=O)NC(C)=C2C(C)=O)cc(OC)c1OC (stereo not drawn),9,0,3%,-5%,-21,-11%,-1%,-4,-2%,1%
CCc1ccccc1NC(=O)CCc1nc(-c2ccc(C)cc2)no1,-16,-16,8%,5%,10,-7%,1%,-1,11%,4%
COc1ccc(C2=NOC(C(=O)NCc3ccco3)C2)cc1 (stereo not drawn),20,-13,?,-4%,8,5%,-4%,0,2%,-1%
CCOC(=O)c1cccc(N2C(=O)C3C(C(=O)NC4CC4)C4(C)C=CC3(O4)C2C(=O)NC(C)(C)C)c1 (stereo not drawn),2,8,-1%,-5%,0,-1%,1%,4,14%,9%
CCCn1c(C(C)Nc2nc(-c3ccc(C)cc3)cs2)nc2cc(Cl)c(Cl)cc21 (stereo not drawn),9,17,24%,-3%,-2,-2%,·,0,-3%,-4%
CCC(=O)Nc1ccc(N2CCN(C(=O)c3ccco3)CC2)c(Cl)c1,-10,-6,-3%,-1%,9,0%,-2%,2,-3%,-1%
O=C(CC(SCCO)c1ccc2c(c1)OCO2)c1cccs1 (stereo not drawn),-11,-4,?,-1%,-8,-6%,5%,1,2%,-1%
COc1ccc(C2Nc3ccccc3C(=O)N2NS(=O)(=O)c2ccccc2)cc1OC (stereo not drawn),-3,-18,6%,2%,5,2%,0%,0,5%,·
COc1cc(/C=N/NC(=O)Cn2cnc3c2c(=O)n(C)c(=O)n3C)ccc1O,3,-5,-18%,1%,-7,-2%,12%,1,7%,-3%
COC(=O)CNC(=O)CSc1nc(N)cc(=O)[nH]1,9,0,?,1%,3,-2%,-3%,0,3%,-6%
COc1cc(C(=O)Nc2ccc(-n3cnnn3)c(C)c2)cc(OC)c1OC,13,-5,1%,10%,15,-2%,0%,-3,6%,·
COc1ccc(NC(=O)N(C)C[C@H]2Oc3ccc(NC(=O)Cn4cnnn4)cc3C(=O)N([C@H](C)CO)C[C@@H]2C)cc1,-6,-8,6%,1%,-4,9%,·,·,·,-3%
CN/N=C(\Cc1nc2ccccc2[nH]1)c1ccc([N+](=O)[O-])cc1,1,-10,?,-6%,?,1%,13%,-4,-24%,5%
CC(=O)c1ccc(Sc2ccccc2)cc1,-4,-3,9%,14%,-24,-1%,2%,0,-5%,-5%
COc1ccccc1NC(=O)C1C2C=CC3(CN(Cc4cccnc4)C(=O)C13)O2 (stereo not drawn),20,-4,-1%,-16%,2,5%,2%,6,-9%,7%

# The order is random, and some 1.6% of all compounds hit somewhere here.
